GPR151 activ – human GPR151 activation | Q8TDV0 | activation, % at 11.2 µM | 1% of 650,000 active | PathHunter beta-arrestin GPR151 cells, luminescence; in the data active means activation above about 4.9%;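 further: 0% = median of compound wells and 100% = cells with positive control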
Target sequence (Q8TDV0 whole entry, looked up): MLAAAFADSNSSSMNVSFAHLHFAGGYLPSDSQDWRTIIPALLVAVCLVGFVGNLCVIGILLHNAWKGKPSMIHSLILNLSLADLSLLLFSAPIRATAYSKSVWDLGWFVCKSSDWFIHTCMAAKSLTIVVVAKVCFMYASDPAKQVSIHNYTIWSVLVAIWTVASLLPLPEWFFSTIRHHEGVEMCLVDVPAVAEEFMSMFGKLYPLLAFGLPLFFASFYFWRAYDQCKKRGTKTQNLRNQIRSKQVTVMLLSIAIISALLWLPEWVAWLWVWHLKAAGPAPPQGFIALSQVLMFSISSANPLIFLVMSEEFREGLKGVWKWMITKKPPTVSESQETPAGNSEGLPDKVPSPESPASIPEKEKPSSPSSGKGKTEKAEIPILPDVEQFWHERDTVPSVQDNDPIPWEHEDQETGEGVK
TEAD-YAP inh – TEAD-YAP interaction inhibition; 1.4% of 640,000 active; HEK-TIYL cells, TEAD-Gal4/YAP UAS-luciferase luminescence; inhibition, % at 9.12 µM; in the data active means inhibition above about 32%;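 further: 0% = median of test compound wells and 100% = reference inhibitor wells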
MITF inh – human MITF inhibition, primary screen; O75030; AlphaScreen MITF homodimerization, bead proximity signal; inhibition, % at 2.6 µM; 0.91% of 650,000 active; AID 1259374; in the data active means inhibition above about 50%;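 further: 0% = vehicle wells with protein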
Target sequence (O75030 whole entry, looked up): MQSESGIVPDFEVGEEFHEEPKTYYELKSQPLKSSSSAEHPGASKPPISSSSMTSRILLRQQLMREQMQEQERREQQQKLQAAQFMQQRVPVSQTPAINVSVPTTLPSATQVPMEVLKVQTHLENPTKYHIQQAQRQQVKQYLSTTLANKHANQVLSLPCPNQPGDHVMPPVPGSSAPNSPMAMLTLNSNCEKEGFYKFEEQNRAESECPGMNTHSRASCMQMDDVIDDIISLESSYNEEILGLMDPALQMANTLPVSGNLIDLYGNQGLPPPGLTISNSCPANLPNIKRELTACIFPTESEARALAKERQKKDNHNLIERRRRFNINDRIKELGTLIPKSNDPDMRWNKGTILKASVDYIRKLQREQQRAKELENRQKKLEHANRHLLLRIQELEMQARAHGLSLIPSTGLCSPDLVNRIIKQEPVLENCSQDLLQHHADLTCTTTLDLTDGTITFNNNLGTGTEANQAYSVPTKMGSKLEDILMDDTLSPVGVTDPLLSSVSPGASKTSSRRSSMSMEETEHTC
FBW7 activator – human FBW7 E3 ligase activation, primary screen. normalized activity (activation), % at 26.1 µM. AID 1259310. 0.13% of 650,000 active. Q969H0. AlphaScreen FBW7–phospho-cyclin E peptide binding, activator screen; in the data active means normalized activity above about 1.9%;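 further: purified mutant Fbw7 with reduced substrate affinity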
The depositor's hits bear a star; & = joins results of further samples.

SMILES	GPR151 activ	TEAD-YAP inh	MITF inh	FBW7 activator
O=C(Cc1ccccc1)Nc1cccc(OCC(=O)N2CCOCC2)c1	1.5	7	12	0.0
CCNC(=S)N1CCn2cccc2C1c1ccc(OC)c(OC)c1 (centres undefined)	-0.4&-0.4	8&4	-3&14	0.1&0.6
CSc1ccc(NC(=O)N2C3CCC2CC(O)(c2cccnc2)C3)cc1 (centres undefined)	-1.0	-4	0	-0.1
Cc1sc2nc(CCl)[nH]c(=O)c2c1C	-0.6	8	9	-0.1
N#Cc1ccc(S(=O)(=O)NCc2ccccc2Cl)cc1	-0.8	3	9	0.0
CC(NC(=O)c1cnccn1)c1nc(-c2cccnc2)n[nH]1 (centres undefined)	-1.6	-4	0	0.0
CN=C1NC(=O)C(CC(=O)Nc2c(C)cc(C)cc2C)S1 (centres undefined)	1.1	-3	-1	0.0
Cc1cc(CN2C(=O)C(C)Oc3cc4c(cc32)CCCC4)no1 (centres undefined)	-0.6	2	9	-0.2
Cc1ccccc1C(=O)Nc1sc2c(c1C(=O)O)CCC2	-2.0	11	0	-0.1
CCC1=NN2C(=N)/C(=C/c3ccc(OCCOc4cc(C)cc(CC)c4)c(OC)c3)C(=O)N=C2S1	0.1	9	-9	-0.1
OC[C@@H](O)[C@@H](O[C@H]1O[C@H](CO)[C@@H](O)[C@H](O)[C@H]1O)[C@H](O)[C@@H](O)CO	-1.7	8	27	0.1
N#CC1=C(N)N(c2sc3c(c2C#N)CCCC3)C2=C(C(=O)CCC2)C1c1ccc([N+](=O)[O-])cc1 (centres undefined)	-0.3	-6	-8	-0.1
COc1ccc(Cl)c2sc(N(Cc3cccnc3)C(=O)CCc3ccccc3)nc12	1.1	1	-3	-0.2
O=C(c1ccc(O)cc1O)c1ccc(O)cc1O	1.2	-23	4	0.1
CCOC(=O)c1ccc(COC(=O)c2ccc(NC(=O)CC)cc2)cc1	1.4	-6	4	0.1
Cc1cc2c(cc1S(=O)(=O)N(C)Cc1ccco1)OCC(=O)N2	0.5	4	0	0.0
CC(=O)c1ccccc1OCCBr	-1.7	-10	14	0.5
CC1=C(C(=O)OC2CCCC2)C(c2cccc(F)c2)C2=C(CCCC2=O)N1 (centres undefined)	-0.2	9	-13	-0.1
Cc1ccc(-c2n[nH]c3c2C(c2ccccc2[N+](=O)[O-])NC3=O)cc1 (centres undefined)	-0.4	8	18	-0.5
CC(=O)Nc1sc2c(c1C#N)CCN(C(C)=O)C2	1.3	7	-12	-0.1
CCOC(=O)CNC(=O)CSc1ncnc2scc(-c3ccc(Cl)cc3)c12	-0.7	-10	-1	0.0
Cc1c2cnn(CC(=O)NCC(C)c3ccccc3)c(=O)c2c(C)n1Cc1ccccc1 (centres undefined)	-0.9	3	5	0.3
CC/C(=N\NC(=O)CNc1ccc2ccccc2c1)c1ccccc1	0.5	2	-6	0.0
CCOC(=O)N1CCN(C(=O)c2ccc(CSc3nc4ccncc4[nH]3)cc2)CC1	0.8	12	8	-0.1
COC(=O)c1ccccc1NC(=O)CSc1nnc(COc2cc(C)cc(C)c2)o1	0.9	8	1	-0.2

14 neighbouring compounds already listed, quoted:
SMILES	GPR151 activ	TEAD-YAP inh	MITF inh	FBW7 activator
CN=C1NC(=O)C(CC(=O)Nc2c(C)cc(C)cc2C)S1 (centres undefined)	1.1	-3	-1	0.0
Cc1cc(CN2C(=O)C(C)Oc3cc4c(cc32)CCCC4)no1 (centres undefined)	-0.6	2	9	-0.2
Cc1ccccc1C(=O)Nc1sc2c(c1C(=O)O)CCC2	-2.0	11	0	-0.1
CCC1=NN2C(=N)/C(=C/c3ccc(OCCOc4cc(C)cc(CC)c4)c(OC)c3)C(=O)N=C2S1	0.1	9	-9	-0.1
OC[C@@H](O)[C@@H](O[C@H]1O[C@H](CO)[C@@H](O)[C@H](O)[C@H]1O)[C@H](O)[C@@H](O)CO	-1.7	8	27	0.1
N#CC1=C(N)N(c2sc3c(c2C#N)CCCC3)C2=C(C(=O)CCC2)C1c1ccc([N+](=O)[O-])cc1 (centres undefined)	-0.3	-6	-8	-0.1
COc1ccc(Cl)c2sc(N(Cc3cccnc3)C(=O)CCc3ccccc3)nc12	1.1	1	-3	-0.2
O=C(c1ccc(O)cc1O)c1ccc(O)cc1O	1.2	-23	4	0.1
CCOC(=O)c1ccc(COC(=O)c2ccc(NC(=O)CC)cc2)cc1	1.4	-6	4	0.1
Cc1cc2c(cc1S(=O)(=O)N(C)Cc1ccco1)OCC(=O)N2	0.5	4	0	0.0
CC(=O)c1ccccc1OCCBr	-1.7	-10	14	0.5
CC1=C(C(=O)OC2CCCC2)C(c2cccc(F)c2)C2=C(CCCC2=O)N1 (centres undefined)	-0.2	9	-13	-0.1
Cc1ccc(-c2n[nH]c3c2C(c2ccccc2[N+](=O)[O-])NC3=O)cc1 (centres undefined)	-0.4	8	18	-0.5
CC(=O)Nc1sc2c(c1C#N)CCN(C(C)=O)C2	1.3	7	-12	-0.1

Next section
SMILES	GPR151 activ	TEAD-YAP inh	MITF inh	FBW7 activator
Cc1ccc(C(=O)NCC(=O)Nc2cccc(C(F)(F)F)c2)cc1	-0.1	-9	7	0.8
CSc1ccc(S(=O)(=O)NCCSc2ccc(C)cc2)cc1	0.7	0	20	0.6
CC(=O)c1cccc(NC(=S)NCCn2cc(Cl)cn2)c1	0.9	2	68*	0.4
Cc1ccc(S(=O)(=O)NN2C(=O)c3ccccc3NC2c2cccc(O)c2)cc1 (centres undefined)	0.0	0	-3	-0.1
Cc1c(C(c2ccc(OCc3ccccc3)cc2)c2c(C)n(C)n(-c3ccccc3)c2=O)c(=O)n(-c2ccccc2)n1C	0.0	-11	9	0.0
O=C1OC(c2ccccc2Br)=N/C1=C\c1ccc2c(c1)OCO2	1.0	-4	9	0.1
Cc1cc(Nc2ccc3c(c2)OCO3)nc(N2CCN(c3ccccn3)CC2)n1	-0.5	-2	4	-0.3
CCOC(=O)c1cccc(-c2ccc(/C=C3\C(=O)N(c4cccc(C(=O)O)c4)N=C3C)o2)c1	-0.1	-13	16	0.6
O=C(CSc1ccccn1)c1ccc2c(c1)OCO2	-6.3	-54	10	0.2
CCOC(=O)C1CCN(CC(O)COc2cc(C)cc(C)c2C)CC1 (centres undefined)	-1.3	8	14	0.0
COc1cccc(C(=O)N2CCN=C2SCc2ccccc2)c1	1.6	-7	-9	0.2
COC(=O)NC(OC(NC(=O)OC)C(Cl)Cl)C(Cl)Cl (centres undefined)	-0.3	-11	4	0.0
Cc1nc2c(c(C)nn2C)c(C)c1CCC(=O)NC1CCCCC1	2.3	16	6	0.6
CCOC(=O)CN1C(=O)S/C(=C/c2ccc(-c3cccc(F)c3)o2)C1=O	0.7	-2	-3	0.1
Cc1ccc(S(=O)(=O)NC2(C(F)(F)F)NC(=O)N(C)C2=O)cc1 (centres undefined)	-0.1	3	11	-0.2
Cc1cc(Cl)ccc1NC(=O)COc1ccc([N+](=O)[O-])cc1	2.4	-9	2	-0.1
O=C(N/N=C/c1cccc2cccnc12)c1cccc([N+](=O)[O-])c1	-2.7	5	53*	-0.1
N#C/C(=C\c1cc2c(cc1[N+](=O)[O-])OCO2)c1ccc(Cl)cc1	-2.4	6	16	0.1
COc1cccc(CN2C(=O)C3C(C(=O)Nc4cc(Cl)cc(Cl)c4)C4C=CC3(O4)C2C(=O)NC2CCCC(C)C2C)c1 (centres undefined)	0.1	-10	-10	0.0
COc1cccc(-n2cc(C(=O)Nc3ccccc3C)c3ccccc3c2=O)c1	4.3	-5	-9	-0.1
O=C1c2ccccc2-c2onc3c(Br)cc(NC(=O)C(F)(F)F)c1c23	-0.6	2	16	0.1
COc1ccc(C2C(C(=O)OC(C)C)=C(C)NC3=C2C(=O)CCC3)cc1Br (centres undefined)	-2.7	2	11	0.0
O=C(Cc1cc(=O)[nH][nH]1)N/N=C/c1ccc(OCc2ccccc2)cc1	-1.5	7	31	0.1
CC1(C(=O)OCC(=O)c2c[nH]c3ccccc23)CC1(Cl)Cl (centres undefined)	3.2	-80	-4	0.2
CC(C)(C)NC(=O)C(c1ccccn1)N(C(=O)c1csnn1)C1CCCCC1 (centres undefined)	1.6	-6	-5	0.1
(more compounds)
SMILES	GPR151 activ	TEAD-YAP inh	MITF inh	FBW7 activator
C=COC(=O)CSc1nc(C)c(CC)c(C)c1C#N	-0.1	-4	13	0.2
COCC(C)n1c(C)cc(C(=O)COC(=O)c2c(C)nn(-c3ccccc3)c2C)c1C (centres undefined)	2.3	0	11	0.0
Cn1ccc(-c2ccccc2)c(C#N)c1=O	0.7	6	6	0.0
O=C(COc1ccc(C(=O)N2CCN(C/C=C/c3ccccc3)CC2)cc1)C1CC1	0.0	5	5	-0.1
Cc1cc(C)nc(/N=C(\N)Nc2cccc(F)c2)n1	-0.3&-1.1	-17&-5	-4&7	-0.1&0.1
C=CCNC(=O)c1sc(=S)n(-c2ccc(C(=O)OCC)cc2)c1N	1.2	-17	2	-0.3
COc1cc(-c2cnc3c(NCCCO)nccn23)cc(OC)c1OC	-0.1	7	8	-0.5
CCOc1cc2c(cc1OCC)C(c1ccc(-c3ccccc3)cc1)NCC2 (centres undefined)	2.0	5	12	0.3
CCc1ccc(S(=O)(=O)Nc2ccc3c(c2)c(C(C)=O)c(C)n3S(=O)(=O)c2ccc(CC)cc2)cc1	-0.5	11	19	0.6
Cc1cc(S(=O)(=O)N2CCC(N3CCCCC3)CC2)ccc1-n1cnnn1	-1.0	-4	5	-0.3
CCOCCCNC(=O)c1ccc(N2CCC(Cc3ccccc3)CC2)c([N+](=O)[O-])c1	0.1	14	8	-0.4
CC(=O)Nc1ccc(OCCOc2ccc(/C=C3/C(=N)N4C=CSC4=NC3=O)cc2)cc1	1.8	1	19	0.2
O=C(NN1CCOCC1)c1ccc(Br)s1	-0.1	-3	6	0.1
Cn1c(=O)[nH]c(=O)c2c1ncn2CCCN	-1.6	0	-3	0.1
Cc1cccc(NC(=O)c2c(NC(=O)c3ccco3)sc3c2CCC(C(C)(C)C)C3)c1 (centres undefined)	0.4	-5	20	0.2
CCOC(=O)c1ccccc1NC(=O)c1cn(-c2ccc(F)cc2F)c(=O)c2ccccc12	6.7*	0	7	-0.1
Cc1nn(CCCC(=O)Nc2cc(Br)ccc2O)c(C)c1[N+](=O)[O-]	2.1	3	-1	-0.1
COc1cc2c(cc1NC(=O)c1cc(SC)ccc1Cl)oc1ccccc12	0.6	14	2	0.0
O=C(NCc1cccnc1)c1c[nH]c2ccc(S(=O)(=O)N3CCc4ccccc43)cc2c1=O	0.1	27	0	-0.3
Cc1c(CNCc2cccc(F)c2)c(C(=O)O)c(C)n1Cc1ccc(F)cc1Cl	-0.2	6	15	-0.2
O=C(O)CN1CC2([N+](=O)[O-])C=C(C(=O)N3CCOCC3)CC([N+](=O)[O-])(C1)C2 (centres undefined)	1.0	-8	-9	0.1
CCCN1C(=O)CN(C2CCCCCC2)C(=O)C1c1ccc(OCC)c(OC)c1 (centres undefined)	0.1	-14	5	0.5
CCCOc1ccc2ccccc2c1/C=N/N1C(=O)C2C3C=CC(C3)C2C1=O (centres undefined)	-1.1	8	19	1.1
COc1ccc(S(=O)(=O)N2CCC(C(=O)c3ccc(Cl)cc3)CC2)cc1	1.2	10	-3	0.0
CCCN(CCC)S(=O)(=O)c1ccc2c(c1)CCCN2C(C)=O	0.2	3	-10	-0.1

2 successive records from above, quoted:
SMILES	GPR151 activ	TEAD-YAP inh	MITF inh	FBW7 activator
C=COC(=O)CSc1nc(C)c(CC)c(C)c1C#N	-0.1	-4	13	0.2
COCC(C)n1c(C)cc(C(=O)COC(=O)c2c(C)nn(-c3ccccc3)c2C)c1C (centres undefined)	2.3	0	11	0.0

(listing goes on)
SMILES	GPR151 activ	TEAD-YAP inh	MITF inh	FBW7 activator
O=C(c1cnn2c1NC(c1cccs1)CC2C(F)(F)F)N1CCc2ccccc2C1 (centres undefined)	5.5*	1	20	-0.2
CC(=O)c1ccc(O[C@@H]2O[C@H](CO)[C@H](O)[C@H](O)[C@H]2O)cc1	-1.5	-3	-2	0.0
Cc1ccc(C(=O)c2oc3cc(NC(=O)c4ccncc4)ccc3c2C)cc1	-1.8	3	3	-0.2
CCN(CC)CC(O)COc1cc(C)ccc1C(C)C (centres undefined)	1.1	23	8	0.1
COc1ccc(Nc2cc(-c3ccccn3)nc(C)n2)cc1	1.5	-3	-3	-0.4
COc1ccc(-n2nc3c(c2NC(=O)c2cccc([N+](=O)[O-])c2)CS(=O)(=O)C3)cc1	1.7	-2	6	0.0
Cc1nc2sc3c(c2c(=O)n1-c1c(C)n(C)n(-c2ccccc2)c1=O)CCCC3	-0.4	4	9	-0.1
CC(=O)N(CN1C(=O)c2cc(Cl)c(Cl)cc2C1=O)c1ccccc1C	-0.3	-3	6	-0.1
COc1cc2ccccc2cc1C(=O)Nc1ccc2oc(-c3ccccc3)nc2c1	0.1	6	20	0.5
Cc1nc2sc(C(c3ccc(Cl)cc3)N3CCOCC3)c(O)n2n1 (centres undefined)	-1.1	-2	-8	0.1
CC(NC(=O)C1CCCC1)c1ccc(Br)cc1 (centres undefined)	-0.3	4	-5	0.0
COc1cccc(CN2CCN(C(=O)c3cccnc3)CC2)c1OC	-1.2	0	77*	-0.2
Cc1noc(C)c1S(=O)(=O)N1CCCC(C(=O)NC2CCCC2)C1 (centres undefined)	0.9	8	5	-0.1
N#C/C(C(=O)N1CCOCC1)=c1/s/c(=C\c2cccs2)c(=O)n1-c1ccccc1	2.2	4	17	0.1
CCCCn1c(SCC(=O)c2ccc(O)c(O)c2)nc2cc(S(N)(=O)=O)ccc21	2.0	13	47	-0.2
CCOC(=O)CN1C(=O)SC(Nc2ccccc2C(=O)O)C1=O (centres undefined)	-0.4	5	-6	-0.3

Compound activity from PubChem.
